# Bioassay records deposited in PubChem by The Scripps Research Institute Molecular Screening Center.
# Tn7 DDE FP: disrupts Tn7 cyclic peptide binding to fibrin D-Dimer-E complex; inhibition, % at 8.3 µM; AID 720508; P02675; FP displacement of FITC-Tn7 peptide from fibrin DD(E); 0% = median of compound wells per plate; actives 0.13% (n = 370,000);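 active = inhibition above the mean of compounds falling within the control limits plus 3 SD of them, cut at about 14% in these data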;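 note: 0% = plate median of compound wells and 100% = 10 µM Aha-Tn7 peptide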
#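 assay system = human clot-derived fibrin DD(E) complex | quantity = Fibrin-DD(E) at 2 µM final | timing = 10 min preincubation, 3 h with tracer, room temperature | signal = fluorescence polarization | measure = percent inhibition | benchmarks = high control wells with 10 µM unlabelled Aha-Tn7 peptide (full inhibition) | replicates = singlicate testing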
# SIAE primary: blocks human sialic acid acetylesterase. Q9HAT2. SIAE FP-Rh probe binding, fluorescence polarization. inhibition, % at 9.66 µM. actives 0.69% (n = 370,000). AID 1053197;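 active = inhibition above a cutoff: mean of compounds within the control limits plus 3 SD of those, cut at about 17% in these data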;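 note: 0% = plate median of compound wells and 100% = probe without SIAE protein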
# KLK7 zymogen act: activators of human kallikrein-7 zymogen; P49862; purified proKLK7, EDANS-DABCYL substrate fluorescence; 100% is mature enzyme control, 0% vehicle; activation, % at 7 µM; actives 0.9% (n = 370,000); AID 652039;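 active = activation above the mean of all tested compounds plus 3 SD, computed per campaign excluding outliers beyond control limits, cut at about 13% in these data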
# Target sequence (P49862 whole entry, looked up): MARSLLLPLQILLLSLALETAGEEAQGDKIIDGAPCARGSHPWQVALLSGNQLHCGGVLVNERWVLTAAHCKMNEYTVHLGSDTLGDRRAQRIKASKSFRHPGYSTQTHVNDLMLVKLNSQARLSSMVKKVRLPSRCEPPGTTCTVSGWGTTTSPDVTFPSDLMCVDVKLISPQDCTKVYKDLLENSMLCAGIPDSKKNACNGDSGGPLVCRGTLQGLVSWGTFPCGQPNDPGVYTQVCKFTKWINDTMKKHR
# PRMT1 FP inh: inhibitors of human PRMT1; Q99873; recombinant PRMT1, activity-based probe fluorescence polarization; inhibition, % at 2.79 µM; actives 1.3% (n = 370,000);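 active = inhibition above about 21% made by adding two undisclosed values, limit read from the data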
# Target sequence (Q99873 whole entry, looked up): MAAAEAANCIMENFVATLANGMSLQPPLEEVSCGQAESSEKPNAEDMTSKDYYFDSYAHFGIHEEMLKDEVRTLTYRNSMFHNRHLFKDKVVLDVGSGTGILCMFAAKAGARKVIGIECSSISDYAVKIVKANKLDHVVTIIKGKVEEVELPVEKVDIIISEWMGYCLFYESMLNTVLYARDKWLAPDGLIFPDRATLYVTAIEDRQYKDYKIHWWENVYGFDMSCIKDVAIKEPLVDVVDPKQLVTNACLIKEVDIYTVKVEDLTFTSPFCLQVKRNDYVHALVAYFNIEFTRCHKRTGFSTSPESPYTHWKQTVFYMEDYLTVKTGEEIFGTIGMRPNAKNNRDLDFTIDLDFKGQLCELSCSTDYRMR
# MBD2 inh: MBD2-methylated oligo binding inhibition; TR-FRET, MBD2 binding to methylated oligonucleotide; inhibition, % at 4.4 µM; actives 0.31% (n = 370,000); AID 686964; in the data active = inhibition above about 13%
# DDE Tn6 FP inh: disrupts Tn6 cyclic peptide binding to fibrin D-Dimer-E complex; P02675; Fibrin DD(E) TRITC-Tn6 fluorescence polarization displacement; inhibition, % at 8.3 µM; actives 0.21% (n = 370,000); AID 720509;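 active = inhibition above a per-campaign cutoff: mean of compounds within control limits plus 3 SD, cut at about 15% in these data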;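 note: 0% = median of all compound wells on the plate and 100% = blocking peptide control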
# TCR-CD3 inh: blocks the human TCR-CD3 interaction; actives 0.37% (n = 360,000); inhibition, % at 9.4 µM; AID 651800; TAMRA-labeled TCR probe fluorescence, biochemical; in the data active = inhibition above about 19%;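 note: recombinant mutant TCR 2C K166C tagged with TAMRA read by polarization; 0% = receptor in buffer alone and 100% = receptor with positive control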
# TDP2 absorb: TDP2 (human) inhibition, absorbance primary screen; O95551; recombinant TDP2, T5PNP hydrolysis, p-nitrophenol absorbance 415 nm; inhibition, % at 12.8 µM; actives 0.34% (n = 370,000);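 active = inhibition above the mean of all tested compounds plus 3 SD, set per campaign, cut at about 25% in these data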;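 note: 0% = DMSO with enzyme and 100% = buffer with substrate but no TDP2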
# Target sequence (O95551 whole entry, looked up): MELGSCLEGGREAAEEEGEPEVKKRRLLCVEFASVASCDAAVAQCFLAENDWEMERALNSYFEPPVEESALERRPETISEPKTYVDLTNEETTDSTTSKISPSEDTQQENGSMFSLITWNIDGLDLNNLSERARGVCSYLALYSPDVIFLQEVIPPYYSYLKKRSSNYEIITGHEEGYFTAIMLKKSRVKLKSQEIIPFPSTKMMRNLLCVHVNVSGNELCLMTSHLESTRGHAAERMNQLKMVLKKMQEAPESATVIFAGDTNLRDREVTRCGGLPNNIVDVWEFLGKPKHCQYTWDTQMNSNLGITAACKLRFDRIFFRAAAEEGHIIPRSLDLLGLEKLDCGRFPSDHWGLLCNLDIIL
#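 Assay system: Recombinant human TDP2 | Quantity: 120 nM TDP2 per well | Incubation: 2 h at 37 °C | Signal: Epi absorbance | Evaluation: Percent inhibition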
# UHRF1 MBD2 ctr: blocks human UHRF1 binding to methylated DNA; AID 687016; UHRF1 binding to methylated oligo, TR-FRET; inhibition, % at 4.4 µM; Q96T88; actives 0.75% (n = 370,000); in the data active = inhibition above about 21%;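 note: UHRF1 SRA domain binding a hemimethylated CpG hairpin DNA probe; 0% = median of test compound wells and 100% = reference inhibitor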
# LEDGF integ inh: blocks HIV-1 LEDGF/p75-dependent DNA integration; TR-FRET IN-LEDGF/p75 DNA integration, Eu/Cy5; inhibition, % at 3.7 µM; actives 0.64% (n = 370,000); AID 743269;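 active = inhibition above the screen-wide mean plus 3 SD, cut at about 13% in these data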;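 note: signal is the Cy5 over europium emission ratio at 671 and 618 nm; 0% = plate median of compound wells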
# * = called active by the depositor; / = not tested or not shown.
SMILES,Tn7 DDE FP,SIAE primary,KLK7 zymogen act,PRMT1 FP inh,MBD2 inh,DDE Tn6 FP inh,TCR-CD3 inh,TDP2 absorb,UHRF1 MBD2 ctr,LEDGF integ inh
Cc1cccn2cc(CSc3nnc(Nc4ccc(C(C)C)cc4)s3)nc12,-8,10,0.8,-2,-4,-4,-3,-11,-5,3
COC(=O)CN1C(=O)C(O)(CC(=O)c2ccc(C)cc2)c2ccccc21 (stereo not drawn),-4,3,-0.2,1,1,6,4,-4,0,-2
C=CC[C@H](CC(=O)NCCO)C(=O)N[C@@H](C)COC(=O)[C@H](CC=C)CC(=O)OC(C)(C)C,3,-6,0.8,-3,-3,1,7,-4,1,10
CC(=O)c1ccc(N2CCN(c3ccc(C(N)=O)cc3[N+](=O)[O-])CC2)cc1,1,-2,-0.5,-1,1,-3,0,10,2,-3
CCCCSc1nc(CCC)cc(=O)[nH]1,1,-3,-0.2,4,6,-6,1,0,2,1
C=CCC1(Cl)C(=O)C(Cl)=C(N2CCN(C)CC2)C1(OC)OC (stereo not drawn),-4,1,0.6,10,0,-1,5,-16,0,-2
CCOC(=O)CNC(=O)C(Cc1ccccc1)NS(=O)(=O)c1cccs1 (stereo not drawn),-4,-4,0.2,2,-3,5,12,-1,15,-2
CN(C)CCCN(C(=O)c1ccco1)c1nc2ccc(Cl)cc2s1,5,6,0.0,-1,2,3,6,-5,-7,4
O=C(c1cccs1)n1ccc2ccc(-c3ccc4ccn(C(=O)c5cccs5)c4c3)cc21,-2,-15,-5.0,-6,-1,-11,/,3,-1,-1
Cc1cc(NNC(=O)c2ccccc2)nc(NNC(=O)c2ccccc2)n1,-7,-3,0.1,2,6,1,10,-10,1,3
COC(=O)c1ccc(CN2CCN(C(C)C)C(CCO)C2)cc1 (stereo not drawn),4,0,0.5,-1,2,7,4,8,-1,-1
COc1cc(OC)c(S(=O)(=O)Nc2ccccc2C(=O)O)cc1S(=O)(=O)Nc1ccccc1C(=O)O,2,-4,0.2,-2,-2,8,8,8,-1,4
CCOc1ccc(/C=N/NC(=O)c2ccoc2C)cc1OC,7,-6,0.0,-1,0,5,0,8,3,-6
CCC(C)(C)NC(=O)C(c1cccn1C)N(C(=O)Cn1nnc2ccccc21)c1ccc(OC)cc1 (stereo not drawn),4,-1,0.2,-2,-1,6,6,-11,-2,4
O=c1ccn([C@@H]2O[C@H](CNCc3ccc(-c4cc(C(F)(F)F)ccc4Cl)o3)[C@@H](O)[C@H]2O)c(=O)[nH]1,6,1,-0.3,1,-1,5,1,-6,-2,0
Cc1ccccc1NC(=O)N1C2CCC1CC(O)(c1cccnc1)C2 (stereo not drawn),11,5,0.6,-1,-2,-4,0,3,0,0
COC(=O)Nc1sc(C(=O)N(C)C)c(C)c1C(=O)OC,-4,-3,-1.0,1,3,1,2,4,0,0
CC1(C)C(=O)Nc2ccccc2N1C(=O)COc1cc(Cl)ccc1Cl,-4,-9,0.2,-1,-2,-4,0,-7,0,1
O=C(COc1ccc(Cl)cc1)Nc1cccc(-c2ccc3nncn3n2)c1,2,-8,0.0,4,1,1,-7,3,5,-3
CC(C)OC(=O)CSc1nc(N)c(C#N)cc1C#N,7,-2,-0.5,4,4,2,0,10,2,0
O=C(Cn1[nH]c(=O)c2ccccc2c1=O)OCC(=O)c1ccc(F)c(F)c1,10,-2,0.5,7,-1,0,6,0,1,-3
COC(=O)c1cc(NS(=O)(=O)c2ccc(OC)c(OC)c2)ccc1Cl,-4,0,-0.9,-3,1,3,1,-3,-2,2
CN(C)C(=O)Nc1ccccc1,3,-12,0.3,-5,4,6,3,7,-1,2
Cc1cccc(N2CCN(C(=O)c3ccc(-n4cncn4)c([N+](=O)[O-])c3)CC2)c1C,1,1,0.6,-1,-2,-6,6,-7,-3,-2
O=CNc1cc2c(cc1Br)-c1ccccc1C2O (stereo not drawn),-3,-6,-0.8,-1,1,-3,0,-2,-3,0
Cc1ccc(-c2nc(NC(=O)CSc3nnc(C)s3)ns2)cc1,-6,6,1.6,2,1,-3,-3,4,-2,1
COc1ccc(Oc2cc(C)c3cccc(C)c3n2)cc1,-2,8,-0.6,-4,-2,-7,-1,2,-1,5
Cc1ccccc1NC(=O)C(C)OC(=O)c1ccccc1C(=O)N(C)c1ccccc1 (stereo not drawn),2,4,0.6,3,-1,0,-6,-14,8,-4
O=C(O)CN1C(=O)CNC1=O,0,2,0.1,-3,-3,6,11,2,3,-1
O=C(NCc1ccc2c(c1)OCO2)c1cc2ncc(Br)cn2n1,-5,-5,0.6,-2,-1,2,6,-1,6,-1
O=[N+]([O-])c1ccc(N=Nc2c(Cl)cc(O)cc2Cl)cc1,3,26*,-0.8,1,-2,-13,0,-14,-5,1
O=C(O)Cc1ccc(S(=O)(=O)N2CCCC2)s1,1,-2,-0.1,7,9,3,-7,-4,12,1
Cc1ccccc1NC(=O)c1cc2c(=O)n3cccc(C)c3nc2s1,-4,-1,0.2,0,0,-2,5,7,-2,-1
O=C(CCCN1C(=O)/C(=C\c2cccs2)SC1=S)Nc1cc([N+](=O)[O-])ccc1O,-3,1,-0.1,-1,3,-5,-8,9,-2,0
COC(=O)NC(NC(=S)Nc1ccc([N+](=O)[O-])cc1)C(Cl)(Cl)Cl (stereo not drawn),-6,-13,-0.4,-3,-6,8,8,9,1,1
O=C(CNC(=O)c1ccccc1F)NCCc1ccc(Cl)cc1,4,-2,-1.0,-9,1,-3,4,-11,0,-3
COC(=O)Cn1c2ccccc2c2nc(C)sc21,-1,3,1.0,1,-5,2,4,3,-4,-1
COc1cc(S(=O)(=O)NCc2ccncc2)c(OC)cc1C,7,-9,-0.5,4,-2,7,2,-5,1,0
O=C(N[C@@H](Cc1ccc(O)cc1)C(=O)O)c1ccncc1,0,10,0.1,1,-1,3,0,-14,2,3
Cc1cc(-c2ccc(C)c(S(=O)(=O)NCc3ccc(OC(C)C)cc3)c2)on1,5,-7,0.1,-1,3,4,2,32*,-4,0
O=C(C1CCCN(S(=O)(=O)c2ccc(F)cc2)C1)N(Cc1cccs1)C1CC1 (stereo not drawn),-5,-8,-0.7,3,2,6,-3,12,6,2
CC1Cc2ccccc2N1C(=O)CSc1nnc(Cn2nnc3ccccc32)n1C (stereo not drawn),3,0,-0.1,-4,4,-10,-3,-1,2,2
O=[N+]([O-])c1ccc2[nH]c(=S)[nH]c2c1,-5,2,-0.6,-2,-7,-1,-1,-3,-3,-1
Cc1ccccc1COc1cccc(/C=N/NC(=O)c2nnn(-c3nonc3N)c2C)c1,5,-5,0.6,1,-6,8,-5,3,1,0
O=C(c1ccc2ncsc2c1)N1CCN(c2nc3ccccc3s2)CC1,-1,-6,-0.3,7,0,9,1,8,-1,0
COCCNC(=S)N1CCN(S(C)(=O)=O)CC1,2,-1,-0.3,-2,1,1,-5,-2,3,-3
O=C(C1CCC1)N1CCCc2cc(S(=O)(=O)N3CCN(c4ccccc4)CC3)ccc21,0,-4,0.0,1,0,-1,10,2,1,3
Cc1ccc(Cl)c2sc(N3CCN(C(=O)c4ccco4)CC3)nc12,6,-10,-0.1,3,4,5,-8,-9,3,-5
CCN(CC)N=Nc1ccc(S(=O)(=O)Nc2c(C)n(C)n(-c3ccccc3)c2=O)cc1,-9,-1,0.3,-1,-2,6,-1,-22,3,-2
CCOC(=O)N1CCN(C(=O)CCc2cc(OC)c(OC)c(OC)c2)CC1,0,-2,-0.5,-7,-6,4,1,-2,-2,3
NS(=O)(=O)c1ccc(CNC(=O)c2cccnc2Cl)cc1,8,0,-0.6,2,0,6,2,3,-1,-4
COC(=O)c1c(C(=O)NCc2ccccc2)ncn1CC(O)COc1ccccc1 (stereo not drawn),-5,1,-0.4,-2,0,3,0,-5,1,-2
O=S(=O)(NCCc1ccccc1)c1ccc(Cl)nc1,11,-7,0.3,-4,0,0,2,2,-4,3
Cc1cc(C)cc(-n2ncc3c2CCCC3NC(=O)c2cc(C)[nH]n2)c1 (stereo not drawn),5,-2,-0.5,3,2,2,-4,-3,3,1
CC(O)(c1ccccc1)c1nc(-c2cc3ccccc3o2)cs1 (stereo not drawn),-11,-15,0.6,-1,1,0,-4,-6,2,4
COc1ccc(C(=O)NCc2nnc(SCC(=O)Nc3cc(OC)ccc3OC)o2)cc1,-2,-2,0.1,-3,-1,15*,10,-8,-2,-4
CC(C)C[C@@H]1COc2cc(NC3CC3)ccc2S(=O)(=O)N1,5,2,-0.8,4,10,-1,2,2,21*,4
O=C(Nc1nc(-c2ccccc2)c(C(=O)c2ccccc2)s1)c1ccc(S(=O)(=O)N2CCCCC2)cc1,-4,-2,0.4,-2,-4,0,0,-7,-2,0
CSc1ccc(C(=O)N2CCc3ccc(NC(=O)c4ccccn4)cc3C2)cc1,3,-9,-0.3,7,-3,-3,5,-3,0,-1
O=C(CSc1nnc(-c2ccncc2)o1)N1CCc2ccccc2C1,-1,-1,-0.5,1,-1,-6,0,3,-2,-1

# Four of the compounds above, with the structure last:
Tn7 DDE FP	SIAE primary	KLK7 zymogen act	PRMT1 FP inh	MBD2 inh	DDE Tn6 FP inh	TCR-CD3 inh	TDP2 absorb	UHRF1 MBD2 ctr	LEDGF integ inh	compound
0	-2	-0.5	-7	-6	4	1	-2	-2	3	CCOC(=O)N1CCN(C(=O)CCc2cc(OC)c(OC)c(OC)c2)CC1
-11	-15	0.6	-1	1	0	-4	-6	2	4	CC(O)(c1ccccc1)c1nc(-c2cc3ccccc3o2)cs1 (stereo not drawn)
0	-4	0.0	1	0	-1	10	2	1	3	O=C(C1CCC1)N1CCCc2cc(S(=O)(=O)N3CCN(c4ccccc4)CC3)ccc21
-9	-1	0.3	-1	-2	6	-1	-22	3	-2	CCN(CC)N=Nc1ccc(S(=O)(=O)Nc2c(C)n(C)n(-c3ccccc3)c2=O)cc1

# Additional structures
SMILES,Tn7 DDE FP,SIAE primary,KLK7 zymogen act,PRMT1 FP inh,MBD2 inh,DDE Tn6 FP inh,TCR-CD3 inh,TDP2 absorb,UHRF1 MBD2 ctr,LEDGF integ inh
N#CC1=CN(Cc2ccccc2)C=C(/C=N/Nc2ccccc2)C1,-2,11,-1.4,1,-4,6,-1,1,-1,1
CCCCNC(=O)C[C@@H]1C[C@@]2(C(=O)OC)CCCCC=C2N(Cc2ccc3c(c2)OCO3)C1=O,-8,-6,-0.6,-4,3,-2,5,-3,-2,1
CCc1ccccc1-n1cnc2cc(C(=O)O)ccc21,5,0,0.3,0,-1,6,3,3,2,0
Cc1ccc(NC(=O)N2CCCCCC2)cc1,-5,1,-0.1,17,3,-1,4,-1,-1,1
CC(=O)Nc1ccc(S(=O)(=O)Nc2nc3ccccc3nc2Nc2ccc(O)cc2)cc1,-8,9,0.4,8,2,-7,0,5,-1,2
CN1CCN(c2nc(-c3ccc(Cl)s3)cs2)CC1,0,0,1.0,14,-2,4,-6,-18,0,6
CN(c1ccccc1)S(=O)(=O)c1cccc(NC(=O)CSc2nncs2)c1,9,-2,0.6,1,3,3,1,2,-1,-1
